Compound activity deposited in PubChem BioAssay by National Center for Advancing Translational Sciences (NCATS).
12-LOX inh – Primary qHTS assay for inhibitors of human arachidonate 12S-lipoxygenase (ALOX12): Round 2 | Polyunsaturated fatty acid lipoxygenase ALOX12 (Homo sapiens), P18054 | AID 1671190, 2021 | hit rate 1.1% among 580,000 | Potency, µM (doses to about 108 µM), inactives show top-dose activity change, negative = inhibition, actives largely listed as inhibitors | purified 12hLO, xylenol orange hydroperoxide absorbance; active = well fitted inhibition curve with a large enough effect; inconclusive = small, poorly fitted or top-dose-only effect, or another doubt; inactive = no such curve, though single readings can be large or run the other way
Target sequence (P18054 whole entry, looked up): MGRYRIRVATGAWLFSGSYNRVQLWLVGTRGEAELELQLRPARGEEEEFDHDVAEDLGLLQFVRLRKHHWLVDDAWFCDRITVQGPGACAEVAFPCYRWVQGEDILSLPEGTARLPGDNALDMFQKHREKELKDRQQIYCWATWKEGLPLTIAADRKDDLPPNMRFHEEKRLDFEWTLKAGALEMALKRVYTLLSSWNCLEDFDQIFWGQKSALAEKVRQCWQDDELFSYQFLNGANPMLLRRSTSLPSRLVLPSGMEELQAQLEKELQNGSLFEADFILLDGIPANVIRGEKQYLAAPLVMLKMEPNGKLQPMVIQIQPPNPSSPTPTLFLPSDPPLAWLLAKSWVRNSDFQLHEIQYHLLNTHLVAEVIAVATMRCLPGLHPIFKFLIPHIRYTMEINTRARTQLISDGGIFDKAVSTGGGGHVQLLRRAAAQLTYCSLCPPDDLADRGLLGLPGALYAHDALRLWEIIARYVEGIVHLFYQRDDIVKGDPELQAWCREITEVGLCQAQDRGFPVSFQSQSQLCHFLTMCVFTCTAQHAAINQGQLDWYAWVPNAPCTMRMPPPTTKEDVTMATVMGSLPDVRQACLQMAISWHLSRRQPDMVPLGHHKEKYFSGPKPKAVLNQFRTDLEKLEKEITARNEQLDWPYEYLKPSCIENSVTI
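Purified human 12hLO at 150 nM in 25 mM Hepes, 0.01% Triton X-100, pH 7.0, preincubated 15 min at room temperature with compound. Reaction started with 40 uM arachidonic acid, 30 min at room temperature. Hydroperoxide measured by Fe-xylenol orange, 573/405 nm absorbance ratio.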
Active calls of the source: *; ? = inconclusive; & = joins results of further samples; [ ] = remark or other dose. % is set by controls: 0 for no effect and ±100 for the full control effect; potency is the fitted concentration of half-maximal effect. Some of the compounds tested; rates above refer to the full screens.

#	smiles	12-LOX inh
1	CCn1nc(C(=O)Nc2cc(Cl)ccc2Oc2ccc(OC)cc2)c2ccccc2c1=O	3%
2	Cc1nc2ccc(C(=O)NCC(C)C)cc2nc1C	13%
3	CC(C)NC(=O)N[C@H]1C[C@@H](Cc2cc(CN(C)c3ccccc3)on2)C1(C)C	-13%[176 µM]
4	CC(C)NC(=O)/C(C#N)=C/c1c[nH]c2ccccc12	-61%
5	CC1=NS(=O)(=O)N(C)C=C1C(=O)OCc1nc(-c2cccc(Cl)c2)no1	30%
6	COc1cc(C(C)=O)ccc1OCc1ccccc1C#N	-21%
7	CC(Sc1ncnc2nc[nH]c12)C(=O)Nc1ccccc1Cl (configuration not stated)	1%
8	COc1ccc(-c2nccn3cc(C(=O)NCCN4CCCCC4)nc23)cc1	?
9	COc1ccccc1-c1ccc(CN2CCCC(c3nc4ccc(F)cc4c(=O)[nH]3)C2)cc1 (configuration not stated)	?
10	O=C(c1cc2ccccc2oc1=O)N(Cc1ccc(C(F)(F)F)cc1)C1CC1	?
11	O=S1(=O)CCC(S(=O)(=O)N2CCOCC2)C1 (configuration not stated)	27%
12	O=C(Cn1cccc1-c1nc(-c2ccc(F)cc2)no1)N1CCc2ccccc21	46%[activator]
13	Cc1nc(-c2ccc(S(=O)(=O)Nc3ccc(C)c(F)c3)cc2)co1	?
14	N#CC1CCN(C(=O)c2nc(-c3cccnc3)c3ccccn23)CC1	3%[6.33 µM]
15	Cc1ccc(C(=O)N2CCCn3cc(-c4cccc(C#N)c4)nc32)cc1	76%[activator]
16	C[C@H](c1ccccc1)N1C[C@@H](COCc2ccccc2)Oc2cc(N3CC[C@H](O)C3)ccc2S1(=O)=O	-3%
17	Cc1ccc2oc(C(=O)Nc3ccc(C)c(C)c3)cc(=O)c2c1	-61%
18	O=C(Nc1ccc2ncnc(N3CCCC3)c2c1)c1ccc(F)cc1Cl	48%[activator]
19	CC(C)(C)C1CCC2(CC1)C(C(=O)c1ccc(F)cc1)C2(C#N)C#N (configuration not stated)	16%
20	NC(=O)c1cc2c(nc1CCC1COc3ccccc3O1)CCC2 (configuration not stated)	11%
21	CNC(=O)c1cn2c(n1)CN(S(=O)(=O)c1cccc(OC)c1)CC2	15%[6.33 µM]
22	O=C(CCCOc1ccccc1)OCC(=O)c1ccc(F)c(F)c1	2%
23	O=C1OCC2(CCN(Cc3ccc(F)c(Cl)c3)C2)N1Cc1ccccn1 (configuration not stated)	3%[176 µM]
24	Cc1csc(NC(=O)c2sc3nc4c(c(C(F)(F)F)c3c2N)CCC4)n1	-2%[57.4 µM]
25	COc1cc(N2CC(C(=O)Nc3c(C)nn(C)c3C)CC2=O)cc(OC)c1OC (configuration not stated)	14%
26	Cc1noc(CSc2ccc(C(=O)N3CCc4ccccc43)cc2)n1	0%
27	COC(=O)c1ccc2c(c1)N(Cc1ccc(F)cc1Cl)C(=O)c1ccccc1S2(=O)=O	-1%
28	COc1ccc(CN2Cc3[nH]cnc3C[C@H]2c2nc(-c3ccc(F)c(Cl)c3)no2)cc1	34%
29	COc1ccc(N2C(=O)[C@@H]3C[C@H]2CN3Cc2cccn2-c2nccs2)cc1Cl	5%
30	N#Cc1nc(-c2ccco2)oc1N1CCN(C(=O)CCCN2C(=O)NC3(CCCC3)C2=O)CC1	-28%
31	Cc1ccc(NC(=O)COC(=O)c2cc(=O)[nH]c3ccccc23)cc1	-7%
32	CN1CCN(c2ncnc3ccc(-c4ccc(C(=O)N(C)C)cc4)cc23)CC1	?
33	COc1ccc(NC(C)=O)cc1NC1CCOC1=O (configuration not stated)	?
34	O=C(Nc1ccccc1)N1CC2(CCN(C(=O)c3ccco3)CC2)C1	-5%[57.4 µM]
35	COCCn1c(C)cc(C(=O)Cn2nc(C)c(C)c(C#N)c2=O)c1C	-6%
36	O=C(Nc1ccc(F)cc1)C(CCc1ccccc1)N1CCN(c2ccncc2)CC1 (configuration not stated)	11%
37	CC(C)c1[nH]nc2c1C(c1ccc(F)cc1)NC2=O (configuration not stated)	4%
38	O=C(C1CC=CC1)N1CC(F)(F)C[C@H]1c1nc(-c2ncccn2)no1	25%
39	O=C(c1cccnc1)N1CCn2cc(C(=O)N3CCOCC3)nc2C1	?
40	CC1CCCN(S(=O)(=O)c2ccc(-c3nc(C#N)c(NCCc4ccccc4)o3)cc2)C1 (configuration not stated)	4%
41	Cc1cccc2c(=O)c(-c3ccccc3)c(NC(=O)c3cccc([N+](=O)[O-])c3)oc12	8%
42	Cc1cccc(NC(=O)Nc2ccc(C)n(CC(=O)N(C)C)c2=O)c1	-5%
43	CCN(C(=O)COC(=O)Cc1sc(N)nc1-c1ccc(C)cc1)c1cccc2ccccc12	-2%
44	O=C(NCC12CC3CC(C1)CC(CNC(=O)c1ccc(Cl)cc1)(C3)C2)c1ccc(Cl)cc1	-1%
45	CN(CCNC(=O)C1CCN(c2cn[nH]c(=O)c2)C1)C1CCCCC1 (configuration not stated)	12%
46	CCCc1noc(-c2cccn3c(CNC(=O)c4ccc(C)cc4C)nnc23)n1	6%
47	COc1ccccc1N1CCN(C(=O)Cn2c(N3CCc4ccccc4C3)nc(C)cc2=O)CC1	3%
48	CCOc1cc(/C=C2/NC(=O)NC2=O)cc(Cl)c1OCc1ccc(Cl)c(Cl)c1	-6%

Next part
cpd	SMILES	12-LOX inh
49	O=C(NCc1ccccc1)C(c1ccccc1)n1c(-c2ccccn2)nc2ccccc21 (configuration not stated)	19%
50	Cc1cccc(CN2CCN(Cc3nc(-c4ccco4)oc3C)C(C)C2=O)c1 (configuration not stated)	?
51	CN[C@@H](C)C(=O)N[C@H]1CCCC[C@H]2CC[C@@H](C(=O)N[C@@H](c3ccccc3)c3cn(CCCCc4ccc(CCCCn5cc([C@@H](NC(=O)[C@@H]6CC[C@@H]7CCCC[C@H](NC(=O)[C@H](C)NC)C(=O)N76)c6ccccc6)nn5)cc4)nn3)N2C1=O	4%[57.4 µM]
52	COc1ncccc1Nc1cnc2ccc(N3CCOCC3)nn12	0%[176 µM]
53	CCCN(CC1CCOC1)S(=O)(=O)c1cc(Cl)ccc1OC (configuration not stated)	18%
54	COc1cccc(-c2noc(-c3cccc(Br)c3)n2)c1	14%
55	CCOC(=O)c1cnc2ccc(OC)cc2c1Nc1ccccc1OC	-18%
56	Cc1cc(C(=O)NCc2cccs2)c2c(C3CCNCC3)noc2n1	-4%[6.33 µM]
57	O=C(NC1CCCc2nc(-c3cccnc3)ncc21)c1cn[nH]c1-n1cnnn1 (configuration not stated)	6%
58	COc1ccc(C(=O)NCc2nnc3ccc(-c4ccc(C)c(C)c4)nn23)cc1	51%[activator]
59	O=C(C1CCC1)N1CCN(C2CCN(Cc3ccccn3)C2=O)CC1 (configuration not stated)	75%[activator]
60	c1cnc2nc([C@H]3CCN(C4CCCCC4)C3)[nH]c2c1	71%[activator][176 µM]
61	CN(c1cc(=O)c2ccnc(Nc3ccc(F)c(Cl)c3)c2o1)C1CCOCC1	-7%[176 µM]
62	CC1CC1CNC(=O)c1nccnc1N (configuration not stated)	-16%
63	Cc1nn(C)c2nc(N3C[C@@H]4CCN(C)[C@@H]4C3)sc12	16%
64	OCc1ccc(-c2nc(C3CCOC3)nn2C2CCCCC2)cc1 (configuration not stated)	18%
65	Cc1ccc(OCCOC(=O)C2COc3ccccc3O2)cc1 (configuration not stated)	15%
66	Cc1ccc(S(=O)(=O)CCC(=O)OCC(=O)c2ccc3c(c2)-c2ccccc2C3)cc1	15%
67	COc1ccc(OC)c(NC(=O)CCc2c(C)c3ccc(OC)c(C)c3oc2=O)c1	70%[activator]
68	CCOc1ccccc1NC(=O)c1c(OC)cc(=O)n2c1CCCC2	22%
69	COCCNC(=O)[C@H]1C[C@H](Oc2cccnc2)CN1C(=O)Nc1ccccc1	42%[activator]
70	CN(Cc1ccccc1)C(=O)CC1CCN(C(=O)CC2CCCC2)C1 (configuration not stated)	24%
71	Cc1ccsc1C(=O)NCCc1noc(C2CC2)n1	-9%
72	CCOc1ccc(N/C=C/C(=O)c2ccc(C)cc2)cc1	?
73	CCNC(=O)N[C@H]1C[C@@H](Cc2cc(-c3ccccc3)on2)C1(C)C	6%[176 µM]
74	CS(=O)(=O)c1ccc(OCC2(CNCc3ccc(Cl)cc3)C[C@@H](O)[C@@H](O)C2)cc1 (some centres not stated)	40%
75	Cc1oc2cc(OCCN3CCN(CCO)CC3)ccc2c(=O)c1-c1ccc(Cl)cc1	1%
76	CCOC(=O)c1c(NC(=O)CCN2CCC(C)CC2)sc2c1CC(C)(C)OC2	1%
77	Cc1cc(C(=O)N2CCC(=O)N(Cc3ccc(F)cc3)C(C(C)C)C2)on1 (configuration not stated)	34%[activator]
78	COc1ccc(-c2nc(C(C)C)nc3c2CCN(C(=O)Nc2ccc(Cl)cc2)CC3)cc1	-11%
79	Cc1ccc(N2CC(c3noc(-c4cc5ccccc5[nH]4)n3)CC2=O)cc1 (configuration not stated)	4%
80	CCCCN1C(=O)[C@@H]2C[C@@H](O)CN2C2(CN(C)C2)C1=O	6%[176 µM]
81	Cn1c(=O)c2c(nc(SCC(=O)O)n2Cc2c(F)cccc2Cl)n(C)c1=O	?
82	O=C(C1CCC1)N1CCC(c2nc(-c3ccc4nc[nH]c4c3)no2)CC1	38%[activator]
83	O=C(CC1CCCN(c2cn[nH]c(=O)c2)C1)NC1CCN(Cc2ccccc2)CC1 (configuration not stated)	35%[activator]
84	Nc1ncccc1CN1CCN(C(=O)CO)CC(C(=O)O)C1 (configuration not stated)	12%
85	COc1c(F)c(F)c(CN2CC(=O)N(C)c3ccccc3C2=O)c(F)c1F	-1%
86	Cc1ccc(C)c(CS(=O)Cc2cccc(C(F)(F)F)c2)c1 (configuration not stated)	19%
87	Cc1nn(CCC#N)c(C)c1[C@@H]1C=C[C@@H](NS(=O)(=O)c2ccccc2)C1	?
88	CC(N(C)c1ccccc1)=[N+](C)c1ccccc1	?
89	C#CCN(C)Cc1nc(C2(O)CCN(C(=O)c3ccccc3)CC2)cs1	29%[176 µM]
90	CCn1ncc(N2CCCC(CC(=O)NCc3ccc(F)cc3)C2)cc1=O (configuration not stated)	7%
91	O=C(NCc1ccc(F)cc1)N1CCCC(Cn2c(C3CC3)nc3cccnc32)C1 (configuration not stated)	2%
92	CCOC(=O)[C@]12CCCC=C1N(CCC1=CCCCC1)C(=O)[C@H](CC(=O)NCc1cccc3ccccc13)C2	2%
93	COc1ccc2cc([C@H](C#N)C3CCCC3)ccc2c1	-24%
94	CC(C)c1nc(CNC(=O)c2ccc(N3CCCC(C(N)=O)C3)nc2)no1 (configuration not stated)	-22%
95	Oc1cccc(Oc2ccccc2)c1	3%
96	O=C(NCc1ccc(-c2cnc3c(Oc4ccccc4)nccn23)cc1)c1ccn[nH]1	28%[176 µM]
97	O=C(NC1CC1)[C@@H]1C[C@H](Oc2ccccc2)CN1C(=O)C1(c2ccccc2)CC1	12%
98	CCc1ccc(N(Cc2cccs2)C(=O)c2ccccc2C)cc1	6%
99	Cc1ccccc1C(=O)N1CCC(N2CCCNC2=O)CC1	46%&88%[176 µM]
100	O=C(C[C@@H]1C[C@H]2O[C@H](CNCc3ccncc3F)[C@@H](O)[C@H]2O1)N1CCOCC1	?
101	CN(C)C(=O)N1CCn2nc(CNC(=O)c3cccc(-n4cnnc4)c3)cc2C1	90%[activator]
102	CCOc1ccc(NC(=O)N2CCc3cc(OC)c(OC)cc3C2CNC(=O)c2ccco2)cc1 (configuration not stated)	25%
103	O=C(Nc1ccc(Br)cc1)c1ccc2c(c1)CCC2	?
104	COc1ccccc1C(NC(=O)c1oc2ccc(Br)cc2c1C)c1nccn1C (configuration not stated)	?
105	CC(C)(CO)NCc1cc(=O)oc2cc3c(cc12)CCC3	27%
106	O=C(c1cc2ccccc2[nH]1)N1CCC2(CCCCO2)CC1	11%
107	Cc1ccc(C)c(C(=O)N2CCCC(n3cc(-c4nc(C)no4)nn3)C2)c1 (configuration not stated)	32%[activator]
108	COc1ccc(C(=O)N2CCC3(CC2)CC(Cc2nc(C4CC4)no2)CCO3)c(OC)n1 (configuration not stated)	15%

Next section
cpd	SMILES	12-LOX inh
109	CCN(C)CC12CC3CC(CC(C3)C1)C2	-20%
110	CC(C)(C)C(=O)N[C@@H](Cn1ccc(=O)[nH]c1=O)C(=O)O	24%[176 µM]
111	CCN(C)Cc1cccc(CNC(=O)Cc2cccc(C(F)(F)F)c2)c1	30%
112	Cc1ccc(NC(=O)Nc2nnc(C(C)C)s2)cc1C	-4%
113	O=C1NC(=NC2CCCC2)C2(CCCN(Cc3cccnc3)C2)N1c1cc(F)cc(F)c1 (configuration not stated)	-23%
